CIT2-GFP yeast = modulators of TOR pathway CIT2-GFP in S. cerevisiae. GFP response vs DMSO, % at 10 µM. 0.065% of 320,000 active. S. cerevisiae CIT2-GFP strain, flow cytometry, 3 h; 100 means same as DMSO wells;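 active = GFP response relative to DMSO above a set limit, near the screen mean plus 3 SD, cut at about 150% in these data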;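 note: ratio of well median GFP fluorescence to mean of DMSO wells on the plate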
AHR activator = activators of human aryl hydrocarbon receptor; 2.5% of 320,000 active; AHR-responsive luciferase reporter cells, luminescence; AID 2796; activation, % at 5 µM; in the data active = activation above about 47%;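 note: 0% = vehicle wells and 100% = reference agonist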
Target sequence (P35869 whole entry, looked up): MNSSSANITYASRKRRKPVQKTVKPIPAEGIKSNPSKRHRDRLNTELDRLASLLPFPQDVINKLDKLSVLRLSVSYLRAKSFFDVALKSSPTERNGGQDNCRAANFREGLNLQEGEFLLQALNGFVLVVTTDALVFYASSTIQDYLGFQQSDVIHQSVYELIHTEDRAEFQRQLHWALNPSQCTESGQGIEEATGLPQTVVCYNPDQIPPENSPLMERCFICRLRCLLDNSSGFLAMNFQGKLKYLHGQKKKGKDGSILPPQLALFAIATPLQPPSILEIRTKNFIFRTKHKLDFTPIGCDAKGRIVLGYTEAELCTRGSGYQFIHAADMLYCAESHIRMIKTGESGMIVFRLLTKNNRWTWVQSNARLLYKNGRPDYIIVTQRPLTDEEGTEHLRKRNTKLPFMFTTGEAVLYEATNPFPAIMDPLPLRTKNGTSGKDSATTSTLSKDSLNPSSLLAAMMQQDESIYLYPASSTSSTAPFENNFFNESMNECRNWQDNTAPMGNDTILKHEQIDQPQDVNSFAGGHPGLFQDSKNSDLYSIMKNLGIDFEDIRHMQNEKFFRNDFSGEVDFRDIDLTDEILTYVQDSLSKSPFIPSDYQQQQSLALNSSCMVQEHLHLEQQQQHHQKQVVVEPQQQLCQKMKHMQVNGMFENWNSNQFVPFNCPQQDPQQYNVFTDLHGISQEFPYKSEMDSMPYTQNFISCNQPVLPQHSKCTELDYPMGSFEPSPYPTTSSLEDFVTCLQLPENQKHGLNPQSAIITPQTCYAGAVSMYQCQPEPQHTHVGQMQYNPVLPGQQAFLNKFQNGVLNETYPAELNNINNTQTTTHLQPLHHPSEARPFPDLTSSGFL
CR mimetic SO = yeast age-related superoxide inhibition as caloric restriction mimetic; 0.18% of 330,000 active; S. cerevisiae aged cells, superoxide DHE fluorescence; active compounds read low; superoxide response (% of plate mean), % at 10 µM;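 active = superoxide response under a set limit, about three screen SD below normal, cut at about 65% in these data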;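 note: yeast aged for seven days with compound at 30 °C before DHE staining; 100% = average MFI of all compound-treated wells on the plate with controls excluded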
MEP2 TOR yeast = yeast TOR pathway MEP2-GFP modulation; S. cerevisiae MEP2-GFP strain, flow cytometry GFP, 3 h; 100% = DMSO control level; GFP response vs DMSO, % at 10 µM; 0.51% of 330,000 active;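 active = GFP response versus DMSO above a set limit, roughly screen mean plus 3 SD, cut at about 180% in these data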;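 note: median GFP fluorescence of the barcode-gated MEP2-GFP cells per well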
LAP4 TOR yeast = yeast TOR pathway LAP4-GFP modulation; S. cerevisiae LAP4-GFP multiplex, flow cytometry GFP, 3 h; median GFP as percent of DMSO wells; GFP response vs DMSO, % at 10 µM; 0.34% of 320,000 active; AID 2023;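 active = GFP response vs DMSO above a set limit, about the screen mean plus 3 SD, cut at about 150% in these data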
AGP1-GFP MLPCN = yeast TOR pathway AGP1-GFP modulation; S. cerevisiae AGP1-GFP multiplex flow cytometry, 3 h; GFP as percent of DMSO wells; 0.02% of 320,000 active; GFP response vs DMSO, % at 10 µM; AID 2066;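 active = GFP response relative to DMSO above a set limit, near screen average plus 3 SD, cut at about 150% in these data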;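 note: median GFP channel fluorescence of the gated AGP1 strain per well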
Efflux pump mplx = blocks antifungal efflux pumps in multiplex yeast assay | S. cerevisiae Candida pump triplex, Nile Red efflux | inhibition, % at 10 µM | 0.44% of 330,000 active;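 active = plate passing quality check with inhibition over a set limit, or well fluorescence over plate mean plus 4 SD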;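 note: Nile Red retained in pooled yeast measured as flow cytometry median fluorescence; 0% = buffer negative control and 100% = Enniatin B positive control; higher means more Nile Red kept so more efflux inhibition; some compounds called inactive have numbers as strong as hits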
RPL19A TOR yeast = alters RPL19A-GFP fluorescence in TOR pathway yeast screen | S. cerevisiae RPL19A-GFP strain, flow cytometry, 3 h; active compounds read low | percent response vs DMSO, % at 10 µM | 0.3% of 330,000 active | AID 2025;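 active = percent response vs DMSO below 50%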;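 note: median channel GFP fluorescence of the barcoded RPL19A-GFP strain; ratio of sample median GFP to plate DMSO average so 100% = DMSO; lower means less RPL19A-GFP as with rapamycin TOR inhibition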
An asterisk follows results filed as active; . = no result given.

SMILES	CIT2-GFP yeast	AHR activator	CR mimetic SO	MEP2 TOR yeast	LAP4 TOR yeast	AGP1-GFP MLPCN	Efflux pump mplx	RPL19A TOR yeast
COc1cc(C2N(c3ccccn3)C(=O)C3CCCN32)cc(OC)c1OC (configuration not stated)	101	-2	97	101	95	99	0.0	100
CC(C)NC(=O)N(C)C[C@H]1Oc2ccc(NS(=O)(=O)c3ccc(F)cc3)cc2C(=O)N([C@H](C)CO)C[C@@H]1C	90	-1	81	91	111	99	-0.1	94
O=C(OCC(=O)c1c[nH]c2ccccc12)c1ccco1	102	10	80	105	98	108	0.0	105
Cc1sc2ncnc(N3CCC(C(=O)Nc4ccc(OC(F)F)c(Cl)c4)CC3)c2c1C	108	1	129	108	113	108	-0.2	103
COc1cc([N+](=O)[O-])ccc1NC(=S)N1CCN(c2ccccn2)CC1	108	1	95	102	92	90	0.1	108
CC(=O)c1cccc(NC(=O)c2ccc3c(c2)C(=O)N(Cc2cccnc2)C3=O)c1	97	4	102	101	86	104	0.1	100
CC(C)(C)c1ccc(Oc2ccc(NC(=O)CCCC(=O)O)cn2)cc1	85	-1	121	99	100	99	0.0	90
O=C(NC1CCCCC1)N1CCN(Cc2nc3ccccc3c(=O)[nH]2)CC1	105	0	104	115	100	106	-0.2	100
CCOC(=O)c1c(C)oc2c(CC(=O)c3ccccc3)c(Cl)c(O)c(O)c12	93	0	86	112	98	92	-0.1	90
Cc1ccc(S(=O)(=O)N2CCN(C(=O)Cc3c(F)cccc3Cl)CC2)cc1	98	0	108	99	104	103	0.1	97
CCCCN(C(=O)Nc1ccc(OCC)cc1)C1CCN(C(C)=O)CC1	101	3	113	98	100	92	-0.2	.
CC(NC(=O)c1ccc(C#N)cc1)C1CC2CCC1C2 (configuration not stated)	88	-1	103	96	92	74	0.1	96
Cc1ccccc1NC(=S)N1CCCC1	102	-1	94	142	118	119	1.5	112
CCOc1ccc(C(=O)NCCN2CCCC2)cc1	105	0	86	109	100	102	0.0	107
O=C(CCc1nnc(C2CCCCC2)o1)N1CCN(C2CCCCC2)CC1	94	-1	89	99	104	100	0.3	94
CCCN(CC(=O)Nc1ccccc1OC)C(=O)Cn1[nH]c(=O)c2ccccc2c1=O	98	2	81	103	104	99	-0.2	98
COc1ccc(NC(=O)CCCN2C(=O)CN(C)C2=O)cc1Cl	98	0	96	97	111	103	0.0	104
O=C(NC1CC1)C1=C[C@@H](c2ccccc2)C[C@@H](OCCCCO)O1	102	6	98	113	101	105	0.2	100
O=C(NC1CCCCC1)C(c1ccc(F)cc1)N(Cc1ccco1)C(=O)Cn1nnc2ccccc21 (configuration not stated)	103	1	100	108	109	109	-0.2	108
CCOc1ccc(N2CC(C(=O)NCc3cccc(C)c3)CC2=O)cc1 (configuration not stated)	102	-1	111	105	108	116	0.2	109
COc1ccc(Cl)cc1NC(=O)CN1CCN(S(=O)(=O)N2CCC(C)CC2)CC1	96	1	88	108	101	100	0.1	103
CCOc1ccc(OCCC(=O)OCC(=O)Nc2ccc3c(c2)OCO3)cc1	100	5	97	107	110	105	0.1	101
COc1cc(N)c(C(O)c2nccc3cc(OC)c(OC)cc23)cc1OC (configuration not stated)	101	9	103	102	95	105	0.1	104
O=C(CSc1n[nH]c(=O)[nH]c1=O)N/N=C/C=C\c1ccccc1	97	1	92	98	96	97	0.0	94
C[C@H]1Oc2ccccc2C(=O)C1C(=O)c1ccccc1 (some centres not stated)	113	-2	97	106	105	115	0.0	102
C=CCN(C(=O)c1csnn1)C(C(=O)NCc1ccc(F)cc1)c1ccccc1 (configuration not stated)	96	0	107	96	95	95	0.0	95
COc1ccccc1C(=O)N=C1NC(=O)CC2C(=O)NCCN12 (configuration not stated)	101	4	104	94	92	102	-0.1	101
CCOC(=O)COC(=O)c1ccc(Oc2cc(C)nc(SC)n2)cc1	101	2	101	99	108	.	-0.2	101
CCc1ccc(C(=O)CC2(O)C(=O)N(CN3CCOCC3)c3ccccc32)cc1 (configuration not stated)	103	12	81	92	87	100	-0.1	95
CCn1nc2cc(C(=O)NCC34CC5CC(CC(C5)C3)C4)ccc2c1OC	70	3	107	94	129	81	-0.2	98
COC(=O)CCC(=O)Nc1cccc(Br)c1	108	-1	104	102	102	107	-0.5	105
N/C(=N\OC(=O)Nc1cccc(C(F)(F)F)c1)c1ccno1	101	-1	87	98	118	109	-0.1	99
COc1ccc(NC(=O)Cn2nnc(-c3ccccc3N)n2)cc1OC	106	5	85	107	97	103	-0.1	100
COc1cc(CC(=O)Nc2ccc(Cl)c(C(F)(F)F)c2)cc(OC)c1OC	102	4	104	101	101	101	-0.2	107
O=C(Nc1ccnn1C1CCN(CCCc2ccccc2)CC1)c1cccc(F)c1	101	-2	100	106	97	99	0.1	103
NC(=O)C1CCCN(C(=S)Nc2cccc3ccccc23)C1 (configuration not stated)	94	13	98	99	90	95	0.1	103
CCCOC(=O)C(C)n1c(-c2ccccc2)nc2ccccc2c1=O (configuration not stated)	105	5	80	104	101	103	-0.1	104
Clc1ccc(Cn2nnc(-c3ccc(CN4CCOCC4)cc3)n2)cc1	110	-3	77	103	100	116	0.0	104
O=C(NN=Cc1ccccc1OC(F)F)c1ccc(NS(=O)(=O)c2cccs2)cc1	88	12	92	88	92	90	0.7	90
COc1ccc(-n2nnnc2SCC(=O)Nc2nnn(C)n2)cc1	82	1	92	81	78	77	-0.1	88
Fc1ccc(-c2noc(-c3ccc4c(c3)CCO4)n2)cc1	100	62*	98	111	106	98	-0.1	99
CCn1cc(Cl)c(C(=O)Nc2ccc(OC)c(OC)c2)n1	96	16	70	99	101	100	0.0	99
CNc1nc2ccccc2n1N	100	0	96	97	85	93	0.0	99
CCOC(=O)c1nnc(-c2cccs2)nc1Oc1ccc(Cl)cc1	96	8	99	103	114	103	-0.1	100
O=C(CNCCc1ccccc1)N1CCc2ccccc2C1	94	44	97	94	95	96	-0.1	103
Nc1cc(=O)nc(SCC(=O)N2CCN(c3ccccc3)CC2)n1-c1ccc(F)cc1	97	-1	110	103	109	102	0.0	97
Cc1ccc(S(=O)(=O)N2CCCCC2)cc1NC(=O)c1cc(=O)[nH]c2ccccc12	96	3	83	103	110	106	-0.1	102
Cc1cccc(NC(=O)C2C(c3ccccc3)C2(Cl)Cl)c1C (configuration not stated)	105	2	90	97	100	101	-0.1	99
COc1ccc(NC(=O)CCCN2C(=O)C(c3ccccc3)Oc3cccnc32)cc1 (configuration not stated)	94	0	85	100	97	101	0.1	95
CN(Cc1ccc(C(F)(F)F)cc1)C(=O)c1ccc2ccccc2n1	87	-2	104	148	80	65	-0.1	66
O=C(NC1CCCCCC1)c1ccccc1-c1ccccc1	97	-3	97	104	92	96	0.1	100
CCCCn1c(=O)[nH]c(=O)c2c1nc(-c1ccncc1)n2CCOC	101	7	101	102	101	107	0.1	102
CNS(=O)(=O)c1cc(C(=O)O)ccc1OC	83	9	91	96	104	101	1.1	93
C=CCn1c(CSc2nc3ccccc3s2)nnc1SCC(=O)OCC	95	7	99	94	98	99	-0.1	97
COc1ccc(NC(=O)CN2C(=O)NC(C)(C3CC3)C2=O)cc1S(=O)(=O)N1CCOCC1 (configuration not stated)	89	2	139	97	88	90	0.8	91
COC(=O)c1sccc1NC(=O)C1CC(C)=C(C)CC1C(=O)O (configuration not stated)	97	2	98	99	108	107	-0.2	100
CC1CCCCN1CC(=O)Nc1sc2c(c1C#N)CCC2 (configuration not stated)	95	5	115	99	100	99	0.1	98
O=C(CN1CCN(C(=O)c2ccco2)CC1)Nc1ccccc1	75	0	113	118	92	72	0.2	99
O=c1[nH]c2cc(Cl)ccc2c(O)c1-c1cccc(Oc2ccccc2)c1	95	-1	108	105	114	106	0.0	106
O=C(CCNS(=O)(=O)c1ccccc1F)N1CCN(Cc2ccccc2)CC1	92	5	106	96	103	103	-0.1	98

Compound profiles, from the list above:
O=c1[nH]c2cc(Cl)ccc2c(O)c1-c1cccc(Oc2ccccc2)c1 is entered as CIT2-GFP yeast = 95; AHR activator = -1; CR mimetic SO = 108; MEP2 TOR yeast = 105; LAP4 TOR yeast = 114; AGP1-GFP MLPCN = 106; Efflux pump mplx = 0.0; RPL19A TOR yeast = 106
CC1CCCCN1CC(=O)Nc1sc2c(c1C#N)CCC2 (configuration not stated) is entered as CIT2-GFP yeast = 95; AHR activator = 5; CR mimetic SO = 115; MEP2 TOR yeast = 99; LAP4 TOR yeast = 100; AGP1-GFP MLPCN = 99; Efflux pump mplx = 0.1; RPL19A TOR yeast = 98

Next entries.
SMILES	CIT2-GFP yeast	AHR activator	CR mimetic SO	MEP2 TOR yeast	LAP4 TOR yeast	AGP1-GFP MLPCN	Efflux pump mplx	RPL19A TOR yeast
CCn1cc(C(=O)NC2CCCCCC2)c(=O)c2ccc(C)nc21	97	4	101	104	81	90	0.2	101
O=C(NC(Cc1ccccc1)C(=O)O)/C(=C\c1ccco1)NC(=O)c1ccccc1 (configuration not stated)	104	5	103	110	100	104	0.1	107
CCOc1ccccc1NC(=O)C1CCCN(S(=O)(=O)c2cccc3nsnc23)C1 (configuration not stated)	101	6	101	96	96	100	-0.1	98
COc1cccc(OCC(O)CN2CCc3ccccc3C2)c1 (configuration not stated)	94	-2	97	95	95	97	0.1	99
Cc1cc(C)cc(N(C(=O)c2nsc(Cl)c2Cl)C(C(=O)NC2CCCC2)c2ccc(O)cc2)c1 (configuration not stated)	109	0	93	108	105	114	-0.3	107
O=C(CSCc1c(F)cccc1Cl)NNC(=S)NC1CCCCC1	105	-2	89	97	99	101	-0.4	103
O=C(NC(O)C(=O)c1ccccc1)c1ccccn1 (configuration not stated)	96	-2	113	100	102	103	0.0	99
CCOc1ccc(NC(=S)NNC(=O)CC(C)O)cc1 (configuration not stated)	97	-2	96	94	111	104	-0.1	96
Cc1ccc(S(=O)(=O)Nc2ncnc3sc(C)c(C)c23)cc1	101	12	81	111	107	99	0.1	106
CS(=O)(=O)N1CCCC(C(=O)NCc2ccc(F)cc2Cl)C1 (configuration not stated)	87	-4	103	95	93	88	0.1	93
O=C(NCCCn1ccnc1)/C(=C/c1ccccc1)NC(=O)c1ccccc1	100	0	99	126	117	104	-0.3	98
O=C(CCc1ccccc1)Nc1cc2c(cc1Cl)OCCO2	101	3	102	100	96	95	0.1	102
CCOc1ccc(NC2=NCC(=O)N2CCc2ccccc2)cc1	92	12	105	104	99	100	0.2	85
CCOC(=O)c1sc(NC(=O)C2C3C=CC(C3)C2C(=O)O)nc1C (configuration not stated)	101	-1	114	107	101	95	-0.2	99
O=C1N/C(=C/c2cccn2-c2ccc(F)cc2)C(=O)N1Cc1ccccc1F	100	18	123	102	105	100	-0.2	99

2 of these compounds, set out differently.
The line under a structure holds: CIT2-GFP yeast | AHR activator | CR mimetic SO | MEP2 TOR yeast | LAP4 TOR yeast | AGP1-GFP MLPCN | Efflux pump mplx | RPL19A TOR yeast
O=C(NC(O)C(=O)c1ccccc1)c1ccccn1 (configuration not stated)
  96 | -2 | 113 | 100 | 102 | 103 | 0.0 | 99
CCOc1ccc(NC(=S)NNC(=O)CC(C)O)cc1 (configuration not stated)
  97 | -2 | 96 | 94 | 111 | 104 | -0.1 | 96

(list continues)
SMILES	CIT2-GFP yeast	AHR activator	CR mimetic SO	MEP2 TOR yeast	LAP4 TOR yeast	AGP1-GFP MLPCN	Efflux pump mplx	RPL19A TOR yeast
COc1ccccc1-n1ccnc(SCC(=O)NCc2ccccc2)c1=O	97	1	97	99	102	108	-0.1	100
Cc1nc(SCC(=O)Nc2ccc(N3CCOCC3)cc2)nc(C)c1C	105	4	91	96	97	113	0.0	98
O=C(CS(=O)(=O)c1cn(CC(=O)N2CCOCC2)c2ccccc12)NCc1ccc(F)cc1	102	0	99	104	114	113	-0.1	104
O=C(NCC(=O)N1CCN(Cc2ccccc2)CC1)c1cc(Cl)cc([N+](=O)[O-])c1	98	0	115	90	103	100	-0.1	96
Cc1c(OC(C)C(=O)N[C@H](C(=O)O)c2ccccc2)ccc2c3c(c(=O)oc12)CCCC3 (some centres not stated)	111	1	100	100	100	105	-0.1	99
CC(=O)NC1CC2CCCC(C1)N2S(=O)(=O)c1ccccc1 (configuration not stated)	92	-1	97	102	89	96	0.1	96

Assay outcomes from PubChem.
